FECH inh: inhibitors of human ferrochelatase, primary screen, biochemical, purified FECH, Ni-mesoporphyrin absorbance; Ferrochelatase, mitochondrial (Homo sapiens), P22830; Ni-mesoporphyrin absorbance 550 nm; calls only at 10 µM (by protocol); hit rate 3.3% among 20,000;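 active means enzyme reaction rate more than 3 SD below the solvent-only control wells on the same plate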;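 further: lower slope than DMSO wells means FECH inhibition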
Target sequence (P22830 whole entry, looked up): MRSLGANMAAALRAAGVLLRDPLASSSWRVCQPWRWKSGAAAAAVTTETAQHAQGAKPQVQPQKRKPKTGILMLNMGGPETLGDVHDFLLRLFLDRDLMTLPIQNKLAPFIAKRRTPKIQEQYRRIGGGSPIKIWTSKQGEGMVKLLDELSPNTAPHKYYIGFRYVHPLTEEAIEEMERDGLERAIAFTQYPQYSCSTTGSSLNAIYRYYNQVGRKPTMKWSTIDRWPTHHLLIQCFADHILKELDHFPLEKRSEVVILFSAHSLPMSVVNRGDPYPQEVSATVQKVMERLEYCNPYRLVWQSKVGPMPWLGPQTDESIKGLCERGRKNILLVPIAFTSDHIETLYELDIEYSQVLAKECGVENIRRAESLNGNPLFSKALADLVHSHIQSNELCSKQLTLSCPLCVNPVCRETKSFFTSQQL
Calls only; i = inactive; + = active, no number. These rows are one share of the data, so the mix of outcomes need not match the whole.

SMILES | FECH inh
Cc1ccc(C(C)NC(=O)CN(C)Cc2nc(-c3ccncc3)no2)cc1 (stereo not given) | i
COCc1nnc(NC(=O)CN2CCCC2c2cc(C(C)C)on2)s1 (stereo not given) | i
O=C(c1cc2n(n1)CCN(Cc1ccc3nonc3c1)C2)N1CCCC1 | i
CCN(CC)C(=O)Cn1c(=O)n(CC2CCC(C(=O)N3CCCC3)CC2)c(=O)c2sccc21 (stereo not given) | i
O=C(Cc1ccccc1)Nc1nc2n(n1)C(c1ccccc1)C=C(c1ccccc1)N2 (stereo not given) | i
Cc1cccc(-c2noc(CN(C)C(=O)c3cnn4cc(C)cnc34)n2)c1 | i
CCCc1nc2nc[nH]n2c(=O)c1NC(=O)Nc1ccc(OCC)cc1 | i
O=C(Nc1ccccc1C(F)(F)F)c1nc(N2CCOCC2)c2oc3ccccc3c2n1 | i
Cc1cccc(OCC(=O)Nc2cc(N3CCCS3(=O)=O)ccc2C)c1 | +
CCc1ccc(S(=O)(=O)N2CCC(n3c(C(F)(F)F)nc4cccnc43)CC2)cc1 | i
O=C(c1csc(S(=O)(=O)NCCc2ccccc2)c1)N1CCCC1 | i
CN1CCN(C(=O)c2cc3n(n2)CCN(Cc2nccn2C)C3)CC1 | i
NS(=O)(=O)c1ccc(NC(=O)c2nn(-c3cccc(Cl)c3)ccc2=O)cc1 | i
CSc1nc(NCC(C)C)c(C#N)c(-c2ccc(C)cc2)n1 | i
CC(Cc1cnccn1)NC(=O)c1cn(C/C=C/c2ccccc2)nn1 (stereo not given) | i

Filtered by structure, the entries above containing sulfur
SMILES | FECH inh
COCc1nnc(NC(=O)CN2CCCC2c2cc(C(C)C)on2)s1 (stereo not given) | i
CCN(CC)C(=O)Cn1c(=O)n(CC2CCC(C(=O)N3CCCC3)CC2)c(=O)c2sccc21 (stereo not given) | i
Cc1cccc(OCC(=O)Nc2cc(N3CCCS3(=O)=O)ccc2C)c1 | +
CCc1ccc(S(=O)(=O)N2CCC(n3c(C(F)(F)F)nc4cccnc43)CC2)cc1 | i
O=C(c1csc(S(=O)(=O)NCCc2ccccc2)c1)N1CCCC1 | i
NS(=O)(=O)c1ccc(NC(=O)c2nn(-c3cccc(Cl)c3)ccc2=O)cc1 | i
CSc1nc(NCC(C)C)c(C#N)c(-c2ccc(C)cc2)n1 | i

(cont.)
SMILES | FECH inh
O=S(=O)(NCCn1c(C(F)(F)F)nc2cccnc21)c1ccccc1 | i
Cc1ccccc1-c1ncc(CNCCSc2nnnn2C)s1 | i
Cc1noc(C)c1CC(=O)N1CCCC2(CC1)CNC(=O)O2 (stereo not given) | i
C=CCn1nc(C(=O)O)c2c1CCC(N1CC(Oc3cccc(C)c3)C1)C2 (stereo not given) | i
COc1ccc(Nc2nc(NCC3CCCO3)nc3c2cnn3-c2ccccc2)cc1 (stereo not given) | i
CC(=O)Nc1c2n(c3ccccc13)CC(C)(C(=O)NC1CCCCC1)N(Cc1ccccc1F)C2=O (stereo not given) | i
CCc1nc(OCC(=O)NCc2cccc(Br)c2)c2c(C)c(C)oc2n1 | i
CSc1nc(Nc2ccc(Cl)c(Cl)c2)c(C#N)c(-c2ccc(C)cc2)n1 | i
COc1ccc(CN2CCC(Cc3nnc(SC)n3C)CC2)cn1 | i
COCCNC(=O)c1[nH]cnc1C(=O)NC1CCCCC1 | i
CC(CNc1ccnc(C(=O)NCc2cccnc2)c1)c1ccccc1 (stereo not given) | i
CCc1ccc2occ(CC(=O)N3C[C@@H](N)C[C@H]3C(=O)NC(C)C)c2c1 | i
COc1cc(C(=O)Nc2ccc(Cl)c(N3CCCS3(=O)=O)c2)cc(OC)c1OC | i
COCCn1c(CNC(=O)C2CCC2)nc2cccnc21 | i
Cc1cccc(NC(=O)CSc2nnc(-c3ccccc3NC(=O)c3ccccc3)c(=O)[nH]2)c1 | i
CCC(C)NC(=O)Cn1c(=O)n(Cc2ccc(C(=O)NC(C)C)cc2)c(=O)c2cc(OC)c(OC)cc21 (stereo not given) | i
Cc1ccc(-c2cc(O)c3c(c2)CN(C(=O)C(C)n2cccn2)CCO3)s1 (stereo not given) | i
CC(C)c1ccc(S(=O)(=O)N2CCN(Cc3nc4cccnc4n3-c3ccccc3)CC2)cc1 | i
Cn1c(CCCNC(=O)c2cn(-c3ccccc3)nn2)nc2ccccc21 | i
O=C(NCc1ccc(Cl)cc1)c1nc(N2CCCC2)c2oc3ccccc3c2n1 | i
Cc1ccc2c(C(=O)N(C)Cc3cnccn3)cc(C)nc2c1 | i
Cc1cc(N(C)Cc2ccccc2)n2nc(-c3cccnc3)nc2n1 | i
Cc1cccc(C(=O)Nc2ccccc2Sc2c(C)c(C)nc3nc(-c4ccccc4)nn23)c1 | i
CCn1cc(CN(Cc2ccnc3ccccc23)CC(C)C)cn1 | i
COC(=O)CN1CCC(NC(=O)c2ccc3c(c2)CC(C)O3)CC1 (stereo not given) | i
O=C(CCNCC1OCCc2ccccc21)Nc1cccnc1 (stereo not given) | i
O=c1c(Nc2ccc(F)cc2Cl)c(-c2ccc3c(c2)CCCC3)c1=O | +
CCc1c(C)nc2ncnn2c1Sc1ccc(NS(=O)(=O)c2ccc(C)cc2C)cc1 | i
CCn1cc(CNC(=O)C2(c3ccc(F)cc3)CCOCC2)cn1 | i
CCOC(=O)c1cc2ccsc2n1CC(=O)Nc1ccccc1F | i

Overlap with the part before: four compounds, followed by the next part.
SMILES | FECH inh
O=c1c(Nc2ccc(F)cc2Cl)c(-c2ccc3c(c2)CCCC3)c1=O | +
CCc1c(C)nc2ncnn2c1Sc1ccc(NS(=O)(=O)c2ccc(C)cc2C)cc1 | i
CCn1cc(CNC(=O)C2(c3ccc(F)cc3)CCOCC2)cn1 | i
CCOC(=O)c1cc2ccsc2n1CC(=O)Nc1ccccc1F | i
CCc1nc(OCC(=O)NCc2ccccc2OC)c2c(-c3ccc(F)cc3)noc2n1 | i
CCOCCCNC(=O)C1c2c(n(C)c3ccccc23)SCC(=O)N1c1cccc(Cl)c1 (stereo not given) | i
Cc1noc(C)c1CCNC(=O)c1ccc(CN2C(=O)CCn3nccc32)cc1 | i
CCc1cc(Sc2ccc(NC(=O)c3cccc(F)c3)cc2)n2ncnc2n1 | i
O=C1CNC(=O)N1Cc1nc(Cc2ccccc2)n[nH]1 | i
CCn1ncnc1C(C)NC(=O)c1cc2ccccc2oc1=O (stereo not given) | i
CCCCc1nc(Cl)c(CN2C[C@H](N)C[C@H]2C(=O)NC)[nH]1 | i
CCOc1ccc(S(=O)(=O)NCCn2c(-c3ccc(F)cc3)nc3cccnc32)cc1 | i
CCn1cnnc1CCNC(=O)C(C)(C)c1ccccc1 | i
CCN(C(C)=O)C1CCN(C(=O)CCn2c(C)cc3ccccc32)C1 (stereo not given) | i
COc1ccc(Cn2c(CNC(=O)c3ccc(OC)c(OC)c3)nc3cccnc32)cc1 | i
CC(=O)c1ccc(N2CCN(C(=O)C3CCCN(c4ncnc5c4nc4n5CCCCC4)C3)CC2)cc1 (stereo not given) | i
CCCc1cc(Sc2ccc(NC(=O)Nc3cccc(Cl)c3C)cc2)n2ncnc2n1 | i
O=c1c2c(nc3nc(CNc4cccc(C(F)(F)F)c4)[nH]n13)CCC2 | +
CCc1nnc(CNc2nc(-c3ccccc3)nc3c2CCNC3)s1 | i
CC(c1n[nH]c(Cc2ccccc2)n1)n1cnc2ccccc2c1=O (stereo not given) | i
Cc1nccn1CC1(CNC(=O)CCn2c(C)cc3ccccc32)CC1 | i
COCc1c(C(=O)NCc2nc3c(C)c(C)ccc3[nH]2)noc1C | i
COc1cc(NC(=O)C2CCN(c3ccc(-c4ccccc4)nn3)CC2)cc(OC)c1 | i
COC(=O)c1ccc(-c2noc(CN3CCN(C(=O)C4CCCO4)CC3)n2)cc1 (stereo not given) | i
O=C(NCc1cccnc1-n1ccnc1)C(=O)NC1CCCC1 | i
CCCn1c(CNS(=O)(=O)c2cccc(Cl)c2)nc2cccnc21 | i
O=C(NCCn1c(-c2ccncc2)nc2cccnc21)Nc1ccccc1Br | i
COc1cc(OC)cc(C(=O)Nc2cc(C)nn2-c2ncnc3c2cnn3-c2ccc(C)cc2C)c1 | i
CCCCc1ccc(C(=O)N2CCc3nc(C)n(C)c(=O)c3CC2)nc1 | i
O=C1O[C@@H]2CN(c3nccc4ccccc34)C[C@@H]2N1CCc1cccc(Cl)c1 | i
Cc1cccc(C)c1NCc1cc(=O)n2[nH]c(-c3ccc(C(C)(C)C)cc3)nc2n1 | +
Cc1cccc(Nc2nc(NCc3ccccc3)nc3c2cnn3-c2ccccc2)c1 | i
Cc1cc(C)n(CCN(C)Cc2cnn3cccnc23)n1 | i
COc1cc(CN2CCC(O)(c3ccc(C)cn3)CC2)cc(Cl)c1OC | i
Cc1cc(Sc2ccc(NC(=O)Nc3ccc(F)cc3F)cc2)n2ncnc2n1 | i
Cc1ccoc1C(=O)NCC1(Cn2ccnc2)CC1 | i
CN(CCCNC(=O)C1CCCN1c1nnc(N2CCCC2=O)s1)C1CCCCC1 (stereo not given) | i
CC(C)NC(=O)[C@@H]1C[C@@H](N)CN1C(=O)c1ccccc1-c1nccn1C | i
CCC1CN(C(=O)c2nn(C)c3c2CCCC3)CCC(=O)N1Cc1ccccc1 (stereo not given) | i
Cc1ccc(-c2ccnc(NCCC(=O)Nc3nccs3)n2)c(C)n1 | i
Cc1ccc(N2CC(NC(=O)Cc3ccc(F)cc3)CC2=O)cc1 (stereo not given) | i
Nc1cnc(-n2cnc3ccccc32)cn1 | i
Cc1ccc(C)c(S(=O)(=O)NCCn2c(-c3ccccc3)nc3cccnc32)c1 | i
CCCc1cc(C(=O)N(C)C(C)c2ccc3c(c2)OCCO3)n[nH]1 (stereo not given) | i
CCc1c(C)nc2ncnn2c1Sc1ccccc1NC(=O)c1cccc(F)c1 | i
CCc1nc(NC(=O)NCc2cccc(SC)c2)nn1C | i
Cc1ccc(NS(=O)(=O)c2ccc(N)c(S(N)(=O)=O)c2)c(C)c1 | +
O=C1CC(NS(=O)(=O)NCc2ccccc2)CN1c1ccccc1Cl (stereo not given) | i
Cc1ccccc1Nc1oc2c(c1-c1cccc(F)c1)c(=O)n(C)c(=O)n2C | i
C=CCN(CC=C)C(=O)CN1CCCC1c1cc(C)no1 (stereo not given) | i
CC(C)c1cc(C2CCN(C(=O)C3=CC(=O)CC(C)(C)O3)CC2)[nH]n1 | i
CCOc1ccc(N2CC(NC(=O)CC(C)(C)C)CC2=O)cc1 (stereo not given) | i
CCN(Cc1ncccc1C(=O)O)Cc1c(F)cccc1Cl | i
Cc1noc(C)c1CCNC(=O)c1nc(N2CCCC2)c2oc3ccccc3c2n1 | i
CC(CCn1cccn1)NCc1n[nH]c2c1CCCCC2 (stereo not given) | i
CC(c1ccccc1)n1cnnc1Cc1cccnc1 (stereo not given) | i
COc1cc(NCCNC(=O)c2ccncc2)ncn1 | i
O=C(Nc1nc2n(n1)C(c1c(F)cccc1Cl)C=C(c1ccccc1)N2)c1ccco1 (stereo not given) | i
O=C(CN1CCCN(Cc2ccccc2)S1(=O)=O)Nc1ccc2c(c1)OCO2 | i
CCCc1ccc(-c2nccn2CCOC)o1 | i
CCCc1noc(-c2cc(S(N)(=O)=O)ccc2OC)n1 | i
CCCc1cc(=O)[nH]c(SCc2nc(-c3ccc(OCC)cc3)oc2C)n1 | i
Cc1cccc(-c2cc(N3CCN(S(=O)(=O)c4ccc(C(C)C)cc4)CC3)ncn2)c1 | i
CCc1c(C)nc2ncnn2c1Sc1ccc(NC(=O)c2ccc(F)cc2)cc1 | i

(more compounds)
SMILES | FECH inh
CCOC(=O)c1cc2n(n1)CC(C)(C(=O)NC1CCCCC1)N(CCc1cccs1)C2=O (stereo not given) | i
COc1ccc(-c2c(Nc3ccccc3)oc3c2c(=O)n(C)c(=O)n3C)cc1 | i
CNC(=O)C1CCC(Cn2c(=O)c3sccc3n(CC(=O)NC3CCCCC3)c2=O)CC1 (stereo not given) | i
COC(C)(C)CC(C)NC1CCN(c2cccc(C)c2)CC1 (stereo not given) | i
COc1cccc(-c2c(Nc3ccccc3)oc3c2c(=O)n(C)c(=O)n3C)c1 | i
Cc1cc(=O)n2[nH]c(NCc3ccc(C(=O)NCc4ccc(F)cc4)cc3)nc2n1 | i
Cc1nc(C(=O)N2CCCC2c2nc(-c3ccccc3)no2)cs1 (stereo not given) | i
CCOc1cccc(CN(C(=O)c2cccc(C(C)=O)c2)C2CC2)c1 | i
Cc1nc(NCC(c2ccccc2C)N(C)C)c2nc(C)oc2n1 (stereo not given) | i
O=C(CNC(Cn1cccn1)c1ccccc1)Nc1cnccn1 (stereo not given) | i
CSc1nc(-c2ccc(Cl)cc2)c(C#N)c(N2CCC(C(N)=O)CC2)n1 | i
CCc1nc(C)c(C(=O)NCc2ccc3c(c2)n(C)c(=O)n3C)o1 | i
Cc1nn(CCNC(=O)C[C@@H]2C[C@@H]3C=C[C@H]2C3)c(C)c1Cl | i
CCOc1ccccc1NC(=O)CC(=O)N(C)C1CCN(C)C1 (stereo not given) | i
CCOCCCNC(=O)C1c2c(n(C)c3ccccc23)SCC(=O)N1c1cccc(Cl)c1C (stereo not given) | i
O=C(c1cc(COc2ccccc2)[nH]n1)N(Cc1cccnc1)C1CC1 | i
COC(=O)c1cc2ccsc2n1CC(=O)Nc1c(C)cccc1C | i
COc1cccc(Nc2nc(NCC3CCCO3)nc3c2cnn3-c2ccccc2)c1 (stereo not given) | i
O=C(c1cc(Cn2cnc3ccccc32)[nH]n1)N1CCC1c1ccc(F)cc1 (stereo not given) | i
CCOC(=O)N1CCC(NCc2n[nH]c3c2CCCCC3)CC1 | i
Cc1ccc(CC2(NC(=O)c3cccc(-n4cnnc4)n3)CC2)cc1 | i
Cc1cc(Nc2ccccc2)nc(Nc2ccc(NC(=O)c3ccc(Br)o3)cc2)n1 | i

From PubChem BioAssay
